Bioassay records (PubChem)
Tb PGK inh: blocks T. brucei phosphoglycerate kinase; Potency, µM (top dose mostly 57.5 µM), without a hit: at the top dose activity change, negative = inhibition, actives largely listed as inhibitors; PGK/GAPDH coupled, Kinase-Glo luminescence, 60 min; hit rate 0.043% among 380,000; AID 602233; note: % is set by controls: 0 for no effect and ±100 for the full control effect; nearly all actives have a fitted effect of over 60% in size
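Recombinant glycosomal PGK reaction used 1,3-bisphosphoglycerate generated in-well by GAPDH (100nM final) in 100mM TEA pH 7.6, 5mM MgCl2, 0.01% Tween-20. After 60 minutes at room temperature, ATP was read by Kinase-Glo Plus luminescence end-point.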
GLS inhibitor: glutaminase GLS (human) inhibition | O94925 | GLS enzymatic activity, qHTS titration | Potency, µM (series often up to 45.5 µM), without a hit: at the top dose activity change, negative = inhibition, hits mostly inhibitors | hit rate 0.21% among 410,000 | AID 624170; note: % is set by controls: 0 for no effect and ±100 for the full control effect
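Compounds were pin-transferred onto hKGA, after which L-glutamine (1 mM solution) and a detection mix of glutamate oxidase, HRP and Amplex Red were added. Initial and 30 min RT fluorescence reads were collected.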
Pol iota inh: DNA polymerase iota (human) inhibition; Pol iota fluorescent replication assay, 10 min; Potency, µM (highest dose often 115 µM), for inactives: at the top dose activity, negative = inhibition, usual class: inhibitors; hit rate 1% among 390,000; AID 588590
Target sequence (Q9UNA4 whole entry, looked up): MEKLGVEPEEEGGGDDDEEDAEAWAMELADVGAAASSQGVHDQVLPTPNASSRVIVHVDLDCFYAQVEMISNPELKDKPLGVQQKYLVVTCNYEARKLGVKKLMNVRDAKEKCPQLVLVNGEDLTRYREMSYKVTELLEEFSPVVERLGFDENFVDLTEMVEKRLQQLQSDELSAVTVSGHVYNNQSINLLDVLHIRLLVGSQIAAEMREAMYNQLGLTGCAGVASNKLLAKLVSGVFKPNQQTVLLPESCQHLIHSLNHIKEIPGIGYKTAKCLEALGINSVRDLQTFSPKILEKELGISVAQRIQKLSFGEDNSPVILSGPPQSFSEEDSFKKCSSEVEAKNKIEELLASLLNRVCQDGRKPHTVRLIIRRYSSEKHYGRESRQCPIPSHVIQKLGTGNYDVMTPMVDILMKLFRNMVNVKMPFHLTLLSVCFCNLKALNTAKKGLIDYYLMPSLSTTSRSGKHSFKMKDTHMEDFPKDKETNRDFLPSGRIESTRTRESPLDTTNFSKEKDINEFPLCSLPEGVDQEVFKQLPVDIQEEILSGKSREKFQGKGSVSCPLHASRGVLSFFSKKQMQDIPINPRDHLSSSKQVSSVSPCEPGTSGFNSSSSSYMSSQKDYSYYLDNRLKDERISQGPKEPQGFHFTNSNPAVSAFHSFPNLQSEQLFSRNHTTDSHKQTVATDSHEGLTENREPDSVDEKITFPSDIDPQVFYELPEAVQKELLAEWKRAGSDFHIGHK
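Pol iota at 10 nM preincubated 15 min with compounds at room temperature; reaction started with fluorescent substrate, 50 nM final. Fluorescence read kinetically at 0 and 10 min; buffer-only wells as negative control.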
JMJD2A Tudor: blocks the human JMJD2A Tudor domain | O75164 | AlphaScreen JMJD2A-Tudor / H3K4me3 peptide binding | Potency, µM (series often up to 114 µM), for the others: at the top dose activity change, negative = inhibition, hits mostly inhibitors | hit rate 4.4% among 390,000 | AID 504339; note: % is set by controls: 0 for no effect and ±100 for the full control effect; nearly all actives have a fitted effect of over 50% in size
Pin1 inh: blocks the human prolyl isomerase Pin1 | Q13526 | Pin1 FP peptide displacement, HiFluor488, 10 min | hit rate 0.009% among 390,000 | Potency, µM (titrated, usually from 115 µM), for the others: at the top dose activity, negative = inhibition, hits mostly inhibitors; active = well fitted inhibition curve with a large enough effect in the polarisation, with a control signal flat, not every such curve was filed as active; inconclusive = small, poorly fitted or top-dose-only effect, or effect the other way, or a change in a side signal; inactive = no such curve, though single readings can be large or run the other way; the % refers to the polarisation; note: % is set by controls: 0 for no effect and ±100 for the full control effect
BLM inh: Bloom syndrome helicase (human) inhibition; AID 2528; hit rate 0.2% among 350,000; recombinant BLM DNA unwinding, fluorescence dequenching; Potency, µM (series often up to 56.1 µM), for inactives: at the top dose activity change, negative = inhibition, actives largely listed as inhibitors; P54132;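 note: plate controls were vehicle for no effect and no enzyme for full effect; nearly all actives have a fitted effect of over 35% in size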
G9a inh: G9a (human) methyltransferase inhibition; G9a H3K9 monomethylation, AlphaScreen, 2 h; Potency, µM (top dose mostly 102 µM), without a hit: at the top dose activity, negative = inhibition, actives largely listed as inhibitors; hit rate 8.8% among 350,000; AID 504332; note: % is set by controls: 0 for no effect and ±100 for the full control effect; nearly all actives have a fitted effect of over 75% in size
Target sequence (Q96KQ7 913-1193 limits assumed): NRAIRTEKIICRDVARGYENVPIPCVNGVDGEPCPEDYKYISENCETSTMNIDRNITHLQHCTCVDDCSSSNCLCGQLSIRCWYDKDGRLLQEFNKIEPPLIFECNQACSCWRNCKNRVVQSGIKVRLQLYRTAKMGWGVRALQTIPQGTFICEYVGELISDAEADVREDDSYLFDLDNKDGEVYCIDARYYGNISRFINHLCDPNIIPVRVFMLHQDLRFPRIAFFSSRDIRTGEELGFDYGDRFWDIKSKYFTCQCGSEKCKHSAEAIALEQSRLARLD
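Signal arises when biotinylated H3K9 peptide, once monomethylated, bridges streptavidin donor and antibody-captured acceptor beads. Enzyme at 20 nM was preincubated 15 min with test compounds; peptide 500 nM and SAM 20 uM then reacted for 2 h.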
HP1b chromo inh: inhibitors of HP1-beta chromodomain binding to methylated histone tails. P83916. Potency, µM (doses to about 114 µM), for inactives: at the highest dose activity change, negative = inhibition, actives largely listed as inhibitors. AID 540317. AlphaScreen HP1-beta / biotin-H3K9me3 peptide binding. hit rate 0.56% among 390,000; note: nearly all actives have a fitted effect of over 70% in size; inactives centre near 23
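Compound inhibition of the preformed complex between 50 nM HP1-beta and 50 nM biotinylated H3K9me3 peptide was read by AlphaScreen. Buffer was PBS pH 7.4 with 0.01% Tween-20. Incubations ran 30 min at room temperature, with 10 ug/mL donor/acceptor beads.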
BAZ2B block: BAZ2B (human) inhibition; hit rate 4.4% among 360,000; AID 504333; Potency, µM (titrated, usually from 114 µM), for the others: at the top dose activity change, negative = inhibition, most hits filed as inhibitors; AlphaScreen BAZ2B-H3K14Ac peptide displacement; Q9UIF8; note: % is set by controls: 0 for no effect and ±100 for the full control effect; nearly all actives have a fitted effect of over 60% in size
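BAZ2B (50 nM) with biotin-H3(5-23)K14Ac peptide (50 nM) in PBS pH 7.4, 0.01% Tween-20, preformed 30 min, then compound 30 min at room temperature; top concentration 110uM. AlphaScreen streptavidin donor/nickel chelate acceptor beads (10 ug/mL final), 20 min dark, signal read.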
An asterisk follows results filed as active; i = inactive; u = inconclusive; x = not tested or not shown; [ ] = remark or other dose. Unless noted, calls come from the whole dose curve; as a rule, active = well fitted curve in the direction sought with a large enough effect; inconclusive = small, poorly fitted or top-dose-only effect, or another doubt; inactive = no such curve, though single readings can be large; an effect the other way counts as inactive or inconclusive. Potency is the fitted concentration of half-maximal effect. Not all compounds are listed. The share of hits here may be higher or lower than overall.

canonical_smiles,Tb PGK inh,GLS inhibitor,Pol iota inh,JMJD2A Tudor,Pin1 inh,BLM inh,G9a inh,HP1b chromo inh,BAZ2B block
Cc1ccc(-n2ncc3c(=O)n(CC(=O)NCc4ccco4)cnc32)cc1,-6.2%,-1.6%,-1.1%,-2.9%,-4.8%,2.3%,8.7%[59 µM],32.0%,8.6%
O=C(Nc1ccc2c(c1)OCO2)C1CCCN1C(=O)NCc1ccccc1 (centres undefined),0.0%,1.3%,28.7%,1.5%,8.5%,0.7%,3.6%,21.4%,-4.7%
Cc1cccc(NC(=O)CSc2nc3c(oc4ccccc43)c(=O)n2C(C)C)c1,5.6%,-1.6%,2.8%,-4.4%,71.2%[activator],-7.1%,8.4%[59 µM],18.3%,-0.5%
O=C(CCC1CCCCC1)Nc1ccc(C(=O)c2ccncc2)cc1,1.1%,-6.1%,65.4%[activator],-32.9%,-2.4%,-8.6%,u,1.2%,-25.2%
CC(C)(C)OC(=O)N1CCC(c2c(C(=O)NCCN3CCOCC3)cnn2-c2ccccc2)CC1,5.4%,6.4%,-3.0%,11.3%,-6.7%,3.3%,-2.7%[59 µM],23.8%,9.9%[57.1 µM]
COc1ccc(OCC(=O)Nc2nc3ccccc3[nH]2)cc1,-5.7%,2.0%,12.2%,-31.5%,0.7%,-3.7%,u,18.4%,-1.0%
CCC(=O)Nc1ccc(C2=Nn3c(nnc3C(C)C)SC2)cc1,-3.1%,0.7%,u,-1.3%,4.7%,-4.8%,14.1µM*,-12.4%,2.3%
COC(=O)C1=C(C)N(Cc2ccc3c(c2)OCO3)C(=O)C1,i,5.3%,98.2%[activator],-10.5%,-1.7%,-2.8%,14.2%[59 µM],28.5%,-15.7%
CCOC(=O)N1CCN(C(=O)c2cn(C)c3ccc(S(=O)(=O)N4CCC(C)CC4)cc3c2=O)CC1,-3.1%,-3.2%,60.9%[activator],8.3%,2.3%,-6.0%,28.2%,4.8%,2.3%
Cc1ccoc1C(=O)N1CCCCC1C(=O)O (centres undefined),-5.5%,-23.5%,50.8%[activator],-21.8%[11.4 µM],-2.7%,2.1%,-40.7%,u,x
COc1ccc2c(Cl)c(C(=O)N/N=C3\CCCC(=O)C3)sc2c1,4.8%,-3.3%,u,-35.6%,u,-7.4%,-42.1%,-16.6%,-17.2%
COc1ccccc1C(=O)NC(C)c1ccccc1 (centres undefined),i,2.8%,-5.8%,7.2%,-5.6%,-1.4%,12.7%,28.7%,5.8%
Cc1cc(/C=N/NC(N)=S)c(C)n1-c1ccc(Cl)c(Cl)c1,1.9%,-6.8%,121.3%[activator],u,2.0%,-3.9%,u,3.2%,-7.2%
Cc1ccccc1CCN1CCCC(CN(C)C(=O)C(=O)c2ccco2)C1 (centres undefined),2.6%,4.3%,3.3%,-6.9%,0.7%,1.1%,97.6%[activator],14.7%,2.3%
COc1ccc(CNC(=O)CN(c2cc(C)cc(C)c2)S(=O)(=O)c2c(C)noc2C)cc1,3.0%,1.1%,9.5%,0.0%,-0.4%,0.0%,-3.6%,46.7%[activator],1.7%
O=C1C2C3c4ccccc4C(c4ccccc43)C2C(=O)N1/N=C/c1cccc(O)c1 (centres undefined),-2.3%,3.1%,7.5%,-35.1%,5.8%,-9.7%,1.8%[59 µM],29.9%,6.0%
CN(Cc1ccccc1)C(=O)CCS(=O)(=O)c1ccc2c(c1)n(C)c(=O)c(=O)n2C,-5.6%,-3.4%,-5.7%,-9.7%,0.6%,-9.2%,u,47.1%[activator],7.6%
O=C(CCc1nnc(Cc2c[nH]c3ccccc23)o1)NCC1CC12CCCCC2 (centres undefined),-0.5%,14.1%,21.6%,-28.4%,6.6%,-7.7%,x,1.5%,u
CCOc1ccccc1/C=c1\sc2ncnn2c1=O,-3.3%,13.0%,-0.7%,-11.5%,-1.2%,-0.6%,u,22.8%,-29.4%
Cc1cc(C)c(NC(=O)CNC(=O)c2ccccc2OCc2c(C)noc2C)c(C)c1,-8.9%,-0.6%,-18.2%,-16.6%,1.4%,x,-2.4%,12.0%,5.2%
Cc1ccc(NC(=O)Cc2nnc(SCC(=O)Nc3nncs3)n2C)c(C)c1,7.5%,5.4%,-5.5%,-2.8%,3.5%,-2.1%,28.5%,1.9%,-0.3%
C=CC[C@]12CC=CC(=O)[C@@]1(O)O[C@H](c1ccc(OC)c(OC)c1)[C@H]2C,-9.8%,-3.6%,u,-17.7%,-0.7%,x,x,26.1%,x
COc1ccc(C2C(C#N)=C(N)OC3=C2C(=O)CCC3)cc1Cn1cc([N+](=O)[O-])cn1 (centres undefined),-6.8%,3.2%,46.3%[activator],-7.2%,5.3%,-9.4%,-4.4%[59 µM],25.6%,-7.5%
O=C(NCc1nnc(SCc2ccccc2)n1-c1ccccc1)C12CC3CC(CC(C3)C1)C2,i,-2.6%,-3.9%,-25.5%,-2.4%,0.3%,-8.1%,10.6%,1.9%
O=C(NCCc1ccccn1)c1cccc(S(=O)(=O)N2CCc3ccccc32)c1,-0.8%,-5.5%,75.0%[activator],-3.0%,-7.7%,-8.1%,12.6%,25.0%,-1.9%
O=C(O)c1ccc(NC(=S)NC(=O)c2ccc3ccccc3c2)cc1,-10.6%,2.3%,15.8%,u,u,-2.0%,x,-1.6%,8.0%
CCC1=Nc2cc(C(=O)NCCCOC)ccc2Sc2ccc(Br)cc21,-8.4%,-13.4%,-21.7%,-34.9%,6.8%,-5.6%,-10.3%[59 µM],2.0%,-31.9%
O=C(Cc1c(F)cccc1Cl)Nc1ccccc1C(=O)N1CCOCC1,-1.3%,-11.7%,13.2%,2.1%,3.3%,0.1%,76.8%[activator],30.2%,3.6%
FC(F)Oc1ccccc1/C=N/n1cnc2ccccc21,-10.1%,-1.7%,u,-15.2%,0.5%,-2.0%,14.0%,22.5%,x
COCc1cc(C)n(CC(=O)Nc2ccc(Cl)cc2Cl)c(=O)c1C#N,-18.6%,-0.4%,-6.1%,10.6%,-3.0%,-3.5%,3.4%[59 µM],28.4%,9.5%
COc1ccc(C(=O)CC(=O)C(=O)Nc2ccccc2OC)cc1,-4.0%,21.4%,41.5%[activator],-18.5%,9.1%,-3.5%,24.1%,30.9%,1.6%
O=C(O)c1c(N2CCCCC2)ccc([N+](=O)[O-])c1N1CCCCC1,-6.6%,22.5%,13.2%,-8.7%,-9.7%,-1.7%,-9.2%,36.6%,-19.3%
COc1ccc2c(c1)CCc1c-2nc2ccccc2c1N1CCOCC1,-0.9%,-2.7%,109.3%[activator],u,-6.9%,55.1%[activator],-29.8%[12.7 µM],17.2%,-13.3%
CC1=C(C)[N+](=O)C2(O)CCCCC2(C)N1[O-] (centres undefined),2.0%,9.8%,7.6%,6.4%,-1.5%,0.7%,-12.8%,36.6%,-28.0%[57.1 µM]
CN1CCC/C1=C1/C(=O)N(c2ccccc2)N=C1NC(=O)Nc1cccc(Cl)c1,-5.5%,u,u,20µM*,3.1%,-4.1%,-36.3%,-16.0%,-17.6%
O=C(Nc1cc(F)ccc1F)C1CCCN(c2ncnc3c2nc2n3CCCCC2)C1 (centres undefined),0.6%,-5.7%,3.7%,-26.6%,3.2%,-3.1%,16.0%,7.9%[57 µM],-14.8%
Cn1c(CNC(=O)CSc2nc(-c3cccc(Cl)c3)nc3cc(=O)[nH]n23)nc2ccccc21,i,-5.5%,u,-3.9%,-2.6%,-1.7%,60.9%[activator][59 µM],75.7%[activator],19.9%
CCOC(=O)C1=CN(Cc2cccc(-c3cccnc3)c2)S(=O)(=O)N(CC)C1C (centres undefined),6.7%,-4.0%,10.0%,-5.5%,u,x,x,47.7%[activator],x
Cc1ccnn1-c1ccc(C(=O)NCc2ccccc2CN2CCOCC2)cc1,-0.4%,-3.0%,21.2%,-6.2%,2.7%,x,x,9.2%[57 µM],x
O=c1c(Cl)c(NCc2ccccc2)cnn1C12CC3CC(CC(C3)C1)C2,-6.0%,3.2%,86.4%[activator],-6.6%,-2.8%,-3.7%,-7.6%[59 µM],25.6%,-33.0%
CN(c1ccccc1)S(=O)(=O)c1cccc(C(=O)NCCc2c[nH]c3ccccc23)c1,-5.2%,20.0%,-22.6%,-35.8%,u,x,x,-6.2%,x
CCOc1ccc(OCC)c(-c2c(=O)n(OCc3ccc(Cl)cc3)c3ccccc3[n+]2[O-])c1,-7.2%,-7.7%,5.9%,-27.6%,40.2%[activator],-8.7%,x,5.4%,-6.2%
Cc1cc(=O)[nH]c2ccc(S(=O)(=O)N3CCOCC3)cc12,-1.4%,5.0%,12.4%,8.3%,7.2%,-1.3%,45.2%,29.3%,-18.0%
CSCCC(NS(=O)(=O)c1ccc2c(c1)OCCO2)C(=O)NCCc1ccccn1 (centres undefined),-6.6%,-12.6%,25.7%,-3.2%,-7.2%,-3.3%,-48.4%,25.2%,-13.1%
CCOc1ccccc1NC(=O)NC1CCCCCCC1,-11.1%,0.8%,55.1%[activator],-8.2%,-3.5%,-2.3%,2.5%,39.4%[activator],5.6%

Single records, as listed above.
`CCOc1ccccc1NC(=O)NC1CCCCCCC1` as listed: Tb PGK inh: -11.1%; GLS inhibitor: 0.8%; Pol iota inh: 55.1%[activator]; JMJD2A Tudor: -8.2%; Pin1 inh: -3.5%; BLM inh: -2.3%; G9a inh: 2.5%; HP1b chromo inh: 39.4%[activator]; BAZ2B block: 5.6%
`CCOC(=O)C1=CN(Cc2cccc(-c3cccnc3)c2)S(=O)(=O)N(CC)C1C` (centres undefined) as listed: Tb PGK inh: 6.7%; GLS inhibitor: -4.0%; Pol iota inh: 10.0%; JMJD2A Tudor: -5.5%; Pin1 inh: u; BLM inh: x; G9a inh: x; HP1b chromo inh: 47.7%[activator]; BAZ2B block: x
